Assay outcomes deposited in PubChem by several laboratories.
NadD block: NadD (S. aureus) enzyme inhibition; purified NadD enzyme, colorimetric absorbance read-out; inhibition, % at 20 µM; 360,000 tested, 0.78% active; in the data active means inhibition above about 26%; further: some compounds past the cut are filed as inactive
MLLE-PAM2 inh: inhibitors of microRNA-mediated deadenylation, human PABP1 MLLE binding; P11940; GST-MLLE / FITC-PAM2 fluorescence polarization; inhibition, % at 20 µM; 360,000 tested, 0.36% active; in the data active means inhibition above about 35%, passing the limit was not always enough;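 further: plate controls were DMSO wells with GST-MLLE for no effect and wells lacking GST-MLLE protein for full effect; some results filed as inactive read as strong as hits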
FAS TE block: blocks the thioesterase domain of human fatty acid synthase; inhibition, % at 15 µM; 360,000 tested, 0.67% active; P49327; recombinant FAS-TE, OMFH fluorogenic substrate, fluorescence endpoint;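 active means compounds whose normalised, plate-corrected inhibition of enzyme fluorescence in the single-dose primary screen is 50% or more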;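 further: 0% = DMSO with enzyme and 100% = substrate without enzyme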
CSN deneddyl inh: inhibitors of human CSN-mediated cullin deneddylation; Q92905; Purified CSN, SCF-Nedd8-OG deneddylation, fluorescence polarization; inhibition, % at 12.5 µM; 360,000 tested, 0.38% active;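 active means pattern-corrected inhibition above about 35%, with an unprinted fluorescence ratio check between 0.5 and 1.5, limit read from the data, passing the limit was not always enough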;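 further: 0% = enzyme with substrate and 100% = substrate without enzyme; some results filed as inactive read as strong as hits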
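Material: purified human Csn5 enzyme expressed in HEK293T cells / Medium: Tris buffer pH 7.5, NaCl, DTT, Tween-20, trehalose, ovalbumin / Compound dosing: 12.5 µM single point / Schedule: 90 min incubation of compound, enzyme and substrate at room temperature / Signal: fluorescence polarization of the substrate / Control set: no-enzyme wells high, enzyme-with-substrate wells low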
Rpn11 inh: inhibitors of human proteasome Rpn11; AID 588493; calls only at 20 µM; O00487; 360,000 tested, 0.59% active; human 26S proteasome, Ub4-pepOG fluorescence polarization; 20S core pre-blocked with epoxomicin;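 active means inhibition at 20 µM, scaled to each plate's controls, above about 33%, limit read from the data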
SKN-1 block: C. elegans SKN-1 inhibition | C. elegans VP596 Pgst-4::GFP/RFP ratio, acrylamide-induced, 24 h | inhibition, % at 21.8 µM | 360,000 tested, 0.49% active;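 active means interference check ratio from 0.5 to 1.5 plus GFP to RFP signal ratio inhibition reaching or exceeding a fixed threshold, cut at about 30% in these data, passing the limit was not always enough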; further: some compounds called inactive have numbers as strong as hits
MT1-MMP act inh: MT1-MMP (human) activation inhibition; 360,000 tested, 0.061% active; P50281; HT1080 RFP-PRO-GFP cells, GFP/RFP ratio fluorescence, overnight; percent of plate control window, DMSO zero; GFP/RFP ratio change, % at 20 µM;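 active means GFP/RFP ratio change of at least 30% with cell ATP level not reduced by more than half and red fluorescence within 50% of control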; further: strong numbers were not always called active
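Compound: 20 µM single dose, 1% DMSO / System: HT1080 RFP-PRO-GFP cells / Controls: DMSO and RFP-L50D-GFP cell wells / Read-out basis: GFP/RFP fluorescence ratio / Schedule: overnight compound exposure at 37 °C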
Neddyl block: inhibitors of human cullin neddylation | AID 651699 | 360,000 tested, 0.58% active | TR-FRET cullin neddylation, biochemical | calls only at 25 µM; in the data active means inhibition above about 36%
Rin1 Abl inh: human Rin1-Abl interaction inhibition; inhibition, % at 7.35 µM; TR-FRET Rin1/Abl binding, biochemical; 360,000 tested, 0.4% active; in the data active means inhibition above about 5%, passing the limit was not always enough
The depositor's hits bear a star.

How did O=C(O)c1cc2cc(Cl)cc(Cl)c2oc1=O do in these assays?
NadD block: 10; MLLE-PAM2 inh: -4; FAS TE block: -3; CSN deneddyl inh: -6; Rpn11 inh: inactive; SKN-1 block: 4; MT1-MMP act inh: -4; Neddyl block: inactive; Rin1 Abl inh: -2

What do the screens show for `COCCSc1ccccc1C(=O)Nc1cc([N+](=O)[O-])ccc1OC`?
NadD block: 2; MLLE-PAM2 inh: 3; FAS TE block: 31; CSN deneddyl inh: 0; Rpn11 inh: inactive; SKN-1 block: -13; MT1-MMP act inh: 0; Neddyl block: inactive; Rin1 Abl inh: 1

What do the screens show for `CCN(CC)c1ccc(C(=O)N/N=C(\C)c2cccnc2)cc1`?
NadD block: 3; MLLE-PAM2 inh: -27; FAS TE block: -4; CSN deneddyl inh: 2; Rpn11 inh: inactive; SKN-1 block: 3; MT1-MMP act inh: 0; Neddyl block: inactive; Rin1 Abl inh: -4

Results for O=C1NN(c2ccccc2)C(=O)C2C3C=CC(C4CC34)C12 (stereo not drawn) ?
NadD block: -2; MLLE-PAM2 inh: 3; FAS TE block: -5; CSN deneddyl inh: 9; Rpn11 inh: inactive; SKN-1 block: -1; MT1-MMP act inh: 4; Neddyl block: inactive; Rin1 Abl inh: -1

What do the screens show for `CCCOc1ccc(C(=O)N2CCN(c3ccc(N)cc3Cl)CC2)cc1`?
NadD block: 6; MLLE-PAM2 inh: -2; FAS TE block: 5; CSN deneddyl inh: 1; Rpn11 inh: inactive; SKN-1 block: 15; MT1-MMP act inh: -9; Neddyl block: inactive; Rin1 Abl inh: -4

What do the screens show for `CCCn1c(SCc2ccccc2)nc2c1c(=O)[nH]c(=O)n2C`?
NadD block: -4; MLLE-PAM2 inh: 24; FAS TE block: -7; CSN deneddyl inh: 2; Rpn11 inh: inactive; SKN-1 block: 6; MT1-MMP act inh: 2; Neddyl block: inactive; Rin1 Abl inh: -2

What do the screens show for `O=C(Nc1cccc(-n2cnnn2)c1)c1cnccc1Cl`?
NadD block: -4; MLLE-PAM2 inh: 10; FAS TE block: -1; CSN deneddyl inh: 3; Rpn11 inh: inactive; SKN-1 block: 3; MT1-MMP act inh: -9; Neddyl block: inactive; Rin1 Abl inh: 1

How did COC(=O)CCC(=O)NNC(=O)CCC(=O)Nc1cccc(Cl)c1C do in these assays?
NadD block: 1; MLLE-PAM2 inh: -11; FAS TE block: -9; CSN deneddyl inh: 0; Rpn11 inh: inactive; SKN-1 block: -9; MT1-MMP act inh: -1; Neddyl block: inactive; Rin1 Abl inh: -1

Results for CCOCCCNS(=O)(=O)c1ccc2c(c1)OCCO2 ?
NadD block: 1; MLLE-PAM2 inh: 11; FAS TE block: -2; CSN deneddyl inh: 0; Rpn11 inh: inactive; SKN-1 block: -15; MT1-MMP act inh: 1; Neddyl block: inactive; Rin1 Abl inh: -1

Results for CCCN(CCC)S(=O)(=O)c1ccc(C(=O)N2CCCc3ccccc32)cc1 ?
NadD block: 6; MLLE-PAM2 inh: -10; FAS TE block: 21; CSN deneddyl inh: 3; Rpn11 inh: inactive; SKN-1 block: -16; MT1-MMP act inh: 2; Neddyl block: inactive; Rin1 Abl inh: -4

How did O=C(O)c1ccc(NC(=O)C2(c3ccccc3)CCCC2)cc1 do in these assays?
NadD block: -8; MLLE-PAM2 inh: 3; FAS TE block: -7; CSN deneddyl inh: -7; Rpn11 inh: inactive; SKN-1 block: -16; MT1-MMP act inh: 1; Neddyl block: inactive; Rin1 Abl inh: -1

What do the screens show for `COc1ccc(C(C)(C)NC(=O)C2CCC(=O)N(CCCN3CCCC3=O)C2)cc1` (stereo not drawn)?
NadD block: -1; MLLE-PAM2 inh: -4; FAS TE block: -6; CSN deneddyl inh: 0; Rpn11 inh: inactive; SKN-1 block: 22; MT1-MMP act inh: 0; Neddyl block: inactive; Rin1 Abl inh: 0

Results for COc1ccc(-n2ncc3c2CC(C)(C)CC3NC(=O)C2CCN(C(C)=O)CC2)cc1 (stereo not drawn) ?
NadD block: 7; MLLE-PAM2 inh: 3; FAS TE block: -1; CSN deneddyl inh: -3; Rpn11 inh: inactive; SKN-1 block: 2; MT1-MMP act inh: -7; Neddyl block: inactive; Rin1 Abl inh: 1

What do the screens show for `O=C(CCCc1ccccc1)Nc1ccnn1C1CCN(Cc2ccccn2)CC1`?
NadD block: 5; MLLE-PAM2 inh: 9; FAS TE block: -4; CSN deneddyl inh: 2; Rpn11 inh: inactive; SKN-1 block: 29; MT1-MMP act inh: -2; Neddyl block: inactive; Rin1 Abl inh: -1

How did O=C(CSc1nnc(-c2ccccn2)o1)Nc1ccccc1C(F)(F)F do in these assays?
NadD block: 0; MLLE-PAM2 inh: -4; FAS TE block: -3; CSN deneddyl inh: 2; Rpn11 inh: inactive; SKN-1 block: -18; MT1-MMP act inh: 0; Neddyl block: inactive; Rin1 Abl inh: -2

Results for O=C(NCC1CCCN(C(=O)NCc2ccccc2)C1)c1ccc2c(c1)OCO2 (stereo not drawn) ?
NadD block: -8; MLLE-PAM2 inh: 0; FAS TE block: -5; CSN deneddyl inh: -8; Rpn11 inh: inactive; SKN-1 block: 18; MT1-MMP act inh: 2; Neddyl block: inactive; Rin1 Abl inh: 2

Results for CCOc1ccccc1C1CC(=O)NC(SCC)=C1C#N (stereo not drawn) ?
NadD block: -2; MLLE-PAM2 inh: 0; FAS TE block: -9; CSN deneddyl inh: -2; Rpn11 inh: inactive; SKN-1 block: 9; MT1-MMP act inh: 7; Neddyl block: inactive; Rin1 Abl inh: 2

Results for O=C1c2cccc(Sc3ccccc3)c2C(=O)c2c(Sc3ccccc3)cccc21 ?
NadD block: 9; MLLE-PAM2 inh: 4; FAS TE block: 31; CSN deneddyl inh: 1; Rpn11 inh: inactive; SKN-1 block: 1; MT1-MMP act inh: 9; Neddyl block: inactive; Rin1 Abl inh: 1

How did CCCS(=O)(=O)NC(=O)C1(C)CCCN(C(=O)c2ccc(SC(F)(F)F)cc2)C1 (stereo not drawn) do in these assays?
NadD block: 4; MLLE-PAM2 inh: 6; FAS TE block: -5; CSN deneddyl inh: -2; Rpn11 inh: inactive; SKN-1 block: 0; MT1-MMP act inh: -2; Neddyl block: inactive; Rin1 Abl inh: 0

Results for Cc1ccc(N/C=C2\CCCCC2=O)nc1 ?
NadD block: -3; MLLE-PAM2 inh: -38; FAS TE block: -3; CSN deneddyl inh: -1; Rpn11 inh: inactive; SKN-1 block: 2; MT1-MMP act inh: 1; Neddyl block: inactive; Rin1 Abl inh: -4

What do the screens show for `O=C(COC(=O)c1cccnc1Cl)Nc1cc(S(=O)(=O)N2CCCCCC2)ccc1Cl`?
NadD block: -9; MLLE-PAM2 inh: 2; FAS TE block: 19; CSN deneddyl inh: -3; Rpn11 inh: inactive; SKN-1 block: 13; MT1-MMP act inh: 0; Neddyl block: inactive; Rin1 Abl inh: 1

Results for Cc1ccc(NC(=O)CCS(=O)(=O)c2cccc3nonc23)cc1Cl ?
NadD block: -8; MLLE-PAM2 inh: 8; FAS TE block: 12; CSN deneddyl inh: -1; Rpn11 inh: inactive; SKN-1 block: 17; MT1-MMP act inh: 0; Neddyl block: inactive; Rin1 Abl inh: 0

Results for Cc1ccc(C)c(C(=O)CN2C(=O)NC3(CCc4ccccc43)C2=O)c1 (stereo not drawn) ?
NadD block: -8; MLLE-PAM2 inh: -15; FAS TE block: 4; CSN deneddyl inh: -1; Rpn11 inh: inactive; SKN-1 block: 0; MT1-MMP act inh: 1; Neddyl block: inactive; Rin1 Abl inh: 3

How did COc1ccc(Cl)cc1N(CC(=O)N1CCCCCC1)S(C)(=O)=O do in these assays?
NadD block: -7; MLLE-PAM2 inh: 4; FAS TE block: -3; CSN deneddyl inh: -2; Rpn11 inh: inactive; SKN-1 block: -6; MT1-MMP act inh: -1; Neddyl block: inactive; Rin1 Abl inh: -1

How did COc1ccccc1NC(=O)Nc1nc(CC(=O)NC2CCCC2)cs1 do in these assays?
NadD block: 0; MLLE-PAM2 inh: 0; FAS TE block: -4; CSN deneddyl inh: 5; Rpn11 inh: inactive; SKN-1 block: 0; MT1-MMP act inh: 12; Neddyl block: inactive; Rin1 Abl inh: 4

How did CCN(CC(=O)Nc1sc2c(c1C#N)CCCC2)CC(=O)NC1CCS(=O)(=O)C1 (stereo not drawn) do in these assays?
NadD block: -7; MLLE-PAM2 inh: -5; FAS TE block: 0; CSN deneddyl inh: 2; Rpn11 inh: inactive; SKN-1 block: 6; MT1-MMP act inh: 2; Neddyl block: inactive; Rin1 Abl inh: 1

How did COc1ccc(N2CCN(C(=O)COC(=O)CCOc3ccc(C(C)(C)C)cc3)CC2)cc1 do in these assays?
NadD block: 9; MLLE-PAM2 inh: 11; FAS TE block: -3; CSN deneddyl inh: -6; Rpn11 inh: inactive; SKN-1 block: 9; MT1-MMP act inh: -2; Neddyl block: inactive; Rin1 Abl inh: -4

Results for Cc1cc(C)n2nc(C(=O)OCCOc3ccc(F)cc3)nc2n1 ?
NadD block: 3; MLLE-PAM2 inh: -1; FAS TE block: 4; CSN deneddyl inh: -1; Rpn11 inh: inactive; SKN-1 block: 4; MT1-MMP act inh: 0; Neddyl block: inactive; Rin1 Abl inh: -2

How did CC1(C)Cc2c(cnn2-c2ccc(F)cc2)C(NC(=O)CCCN2CCCCC2=O)C1 (stereo not drawn) do in these assays?
NadD block: 0; MLLE-PAM2 inh: 8; FAS TE block: -2; CSN deneddyl inh: 2; Rpn11 inh: inactive; SKN-1 block: -8; MT1-MMP act inh: -2; Neddyl block: inactive; Rin1 Abl inh: 1

What do the screens show for `O=C(NCCCn1ccnc1)c1ccc(COc2ccccc2)o1`?
NadD block: 1; MLLE-PAM2 inh: 1; FAS TE block: -12; CSN deneddyl inh: 1; Rpn11 inh: inactive; SKN-1 block: 20; MT1-MMP act inh: 2; Neddyl block: inactive; Rin1 Abl inh: -2

Results for Cc1cc(Br)c(NC(=O)CCNC(=O)OCc2ccccc2)cc1C ?
NadD block: -3; MLLE-PAM2 inh: -7; FAS TE block: 8; CSN deneddyl inh: 3; Rpn11 inh: inactive; SKN-1 block: 3; MT1-MMP act inh: 3; Neddyl block: inactive; Rin1 Abl inh: 3

What do the screens show for `CC(C)Sc1nc(NCc2ccco2)c2c3c(sc2n1)COC(C)(C)C3`?
NadD block: 19; MLLE-PAM2 inh: 3; FAS TE block: 11; CSN deneddyl inh: 7; Rpn11 inh: inactive; SKN-1 block: 32; MT1-MMP act inh: -6; Neddyl block: inactive; Rin1 Abl inh: -3

Fetched by structure from the entries so far (two):
Results for Cc1cc(C)n2nc(C(=O)OCCOc3ccc(F)cc3)nc2n1 ?
NadD block: 3; MLLE-PAM2 inh: -1; FAS TE block: 4; CSN deneddyl inh: -1; Rpn11 inh: inactive; SKN-1 block: 4; MT1-MMP act inh: 0; Neddyl block: inactive; Rin1 Abl inh: -2

How did CC1(C)Cc2c(cnn2-c2ccc(F)cc2)C(NC(=O)CCCN2CCCCC2=O)C1 (stereo not drawn) do in these assays?
NadD block: 0; MLLE-PAM2 inh: 8; FAS TE block: -2; CSN deneddyl inh: 2; Rpn11 inh: inactive; SKN-1 block: -8; MT1-MMP act inh: -2; Neddyl block: inactive; Rin1 Abl inh: 1
